PTHR1 agonist = qHTS for PTHR1 Agonists: Primary Screen; Parathyroid hormone/parathyroid hormone-related peptide receptor (Homo sapiens), Q03431; HEK293 GP2 PTHR1 cells, GloSensor cAMP luminescence, 1 h; Potency, µM (series often up to 115 µM), for the others: at the highest dose activation, usual class: activators; hit rate 0.075% among 410,000; AID 743266, 2014; also: potency is read from the fitted curve at half-maximal effect; nearly all actives have a fitted effect of over 55% in size; some results filed as inactive show a strong effect at the top dose; inactives centre near -15; many of its hits are not listed in these tables
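HEK-293-derived GP2 cells expressing PTHR1 and a GloSensor cAMP reporter, 3,000/well, plated overnight, given luciferin plus IBMX (each 0.5 mM as added) for 1 h at 37 °C, then compound for 1 h at 37 °C. Luminescence was read after 15 min at room temperature.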
TDP-43 yeast inh = qHTS of TDP-43 Inhibitors. hit rate 1.8% among 410,000. AID 652104, 2013. TDP-43 expressing yeast growth rescue, BacTiter-Glo, 24 h. Potency, µM (doses to about 46.1 µM), for inactives: top-dose growth rescue (activation), hits mostly activators; also: potency is read from the fitted curve at half-maximal effect; % of control where 0% means no effect; nearly all actives have a fitted effect of over 50% in size
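Readout is BacTiter-Glo luminescence of cell growth, so inhibitors register as activators. TDP-43-expressing yeast at OD600=0.02 in galactose medium, after raffinose pregrowth to mid-log, were incubated with compound for 24 hr at 30 deg C.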
GLP1R cytotox = qHTS of GLP-1 Receptor Inverse Agonists: Cytotox Screen | Potency, µM (series often up to 38.3 µM), for inactives: at the highest dose activity change, negative = inhibition, actives largely listed as inhibitors | hit rate 0.13% among 410,000 | HEK293 cAMP-luciferase reporter cells, luminescence, 24 h;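 also: loss of luciferase light is scored as toxicity; potency is read from the fitted curve at half-maximal effect; % is scaled to controls: 0 for no effect and ±100 for the full control effect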
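Cells in DMEM/10% Nu serum/1% pen-strep, 1536-well format. Pre-incubated 12 h, dosed with 23 nL compound, incubated a further 24 h. Luciferase detection, 12 min at room temp, luminescence.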
GLP1R ag = qHTS of GLP-1 Receptor Agonists; AID 624172, 2012; Potency, µM (series often up to 45.6 µM), without a hit: top-dose activation, usual class: activators; Glucagon-like peptide 1 receptor (Homo sapiens), P43220; hit rate 0.007% among 380,000; HEK293 GLP-1R CRE-luciferase, luminescence, 4-6 h; cells express a hypersensitive GLP-1R form; also: potency is read from the fitted curve at half-maximal effect; % of control where 0% means no effect
Target sequence (P43220 whole entry, looked up): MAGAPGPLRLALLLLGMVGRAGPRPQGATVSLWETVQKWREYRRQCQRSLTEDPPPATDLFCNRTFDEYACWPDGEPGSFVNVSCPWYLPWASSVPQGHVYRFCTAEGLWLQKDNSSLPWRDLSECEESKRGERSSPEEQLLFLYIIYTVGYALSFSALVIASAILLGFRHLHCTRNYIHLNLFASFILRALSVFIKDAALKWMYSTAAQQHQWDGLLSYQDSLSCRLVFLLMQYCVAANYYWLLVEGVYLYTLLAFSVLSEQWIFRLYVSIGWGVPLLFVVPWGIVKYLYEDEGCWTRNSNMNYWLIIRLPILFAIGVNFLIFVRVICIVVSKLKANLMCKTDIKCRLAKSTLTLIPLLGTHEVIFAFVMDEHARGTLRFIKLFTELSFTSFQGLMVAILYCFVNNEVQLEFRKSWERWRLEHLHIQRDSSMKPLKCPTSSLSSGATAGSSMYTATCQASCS
D3 antag = qHTS of D3 Dopamine Receptor Antagonist: qHTS. D(3) dopamine receptor (Homo sapiens), P35462. max response, negative = inhibition, %. hit rate 2.5% among 360,000. D3R cells, DiscoveRx beta-arrestin luminescence, antagonist mode; hits give low values; in the data active = max response below about -50%; inconclusive = no clear call, values can overlap the other calls; also: % is scaled to controls: 0 for no effect and ±100 for the full control effect; mostly tested at two doses, the higher about 12 µM
Target sequence (P35462 whole entry, looked up): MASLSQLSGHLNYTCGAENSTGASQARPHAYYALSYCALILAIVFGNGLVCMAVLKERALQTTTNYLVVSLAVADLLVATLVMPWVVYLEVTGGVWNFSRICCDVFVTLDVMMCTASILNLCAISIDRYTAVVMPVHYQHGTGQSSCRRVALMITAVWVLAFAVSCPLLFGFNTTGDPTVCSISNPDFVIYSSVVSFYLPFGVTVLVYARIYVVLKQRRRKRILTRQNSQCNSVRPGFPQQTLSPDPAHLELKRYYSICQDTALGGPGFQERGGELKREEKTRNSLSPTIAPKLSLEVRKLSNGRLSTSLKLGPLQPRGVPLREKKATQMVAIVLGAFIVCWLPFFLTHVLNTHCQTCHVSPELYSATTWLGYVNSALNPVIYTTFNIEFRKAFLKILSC
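Cells expressing the human receptor were seeded at 1500 cells/well, incubated overnight at 37 degrees C in 5% CO2, then exposed to library compounds with dopamine controls for 90 minutes at 37 degrees C before luminescent detection.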
GLP-1R inv ag = qHTS of GLP-1 Receptor Inverse Agonists (Inhibition Mode); HEK293 GLP-1R CRE-luciferase, luminescence, 24 h; GLP-1R form is constitutively active; Potency, µM (titrated, usually from 38.3 µM), for inactives: at the top dose activity change, negative = inhibition, usual class: inhibitors; hit rate 1.6% among 410,000; also: potency is read from the fitted curve at half-maximal effect; % is scaled to controls: 0 for no effect and ±100 for the full control effect; nearly all actives have a fitted effect of over 55% in size
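GLP-1R inverse agonism mode: basal reporter luminescence in engineered HEK293 cells measured after one day of compound exposure at 37 deg C, with a 12 min room-temperature detection step.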
KB-V1 cytotox = qHTS assay for MDR1-selective chemotherapeutics: Primary screen using the drug-selected MDR subline cells KB-V1; KB-V1 MDR cells viability, CellTiter-Glo, 72 h; Potency, µM (highest dose often 46.1 µM), for inactives: at the highest dose activity change, negative = cytotoxicity, hits mostly cytotoxic; hit rate 3.4% among 400,000; also: potency is read from the fitted curve at half-maximal effect; % is scaled to controls: 0 for no effect and ±100 for the full control effect; nearly all actives have a fitted effect of over 60% in size
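Readout: CellTiter-Glo luminescence, 10 min after addition. Cells: KB-V1 MDR subline, 72 h at 37 degrees C with compound. Analysis: corrected, normalized data fitted to concentration-effect curves.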
aSyn yeast inh = qHTS of alpha-syn Inhibitors; Yeast expressing alpha-synuclein, growth rescue, BacTiter-Glo, 24 h; Potency, µM (top dose mostly 46.1 µM), inactives show top-dose growth rescue (activation), usual class: activators; hit rate 0.14% among 370,000; also: potency is read from the fitted curve at half-maximal effect; % of control where 0% means no effect; nearly all actives have a fitted effect of over 65% in size
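Readout is rescue of growth in alpha-synuclein-expressing yeast, so inhibitors of toxicity appear as activators. Growth after 24 hr at 30 deg C in galactose medium is quantified by luminescence.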
DRD3 agonist = qHTS of D3 Dopamine Receptor Agonist: qHTS; D3R DiscoveRx beta-arrestin cells, luminescence, 90 min; max activation, %; hit rate 0.58% among 410,000; in the data active = max activation above about 30%; also: 0% is about no effect; mostly tested at two doses, the higher about 12 µM
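Agonist mode: compounds and dopamine controls were applied to plated cells for 90 min at 37 degrees C after an overnight attachment at 1500 cells/well. Luminescent read-out followed 30 - 60 minutes at room temperature with DiscoveRx detection reagent.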
Numbers without * were called inactive; i = inactive; ? = inconclusive; . = not tested or not shown; [ ] = remark or other dose. Unless noted, calls follow the shape of the dose curve; as a rule, active = well fitted curve in the direction sought with a large enough effect; inconclusive = small, poorly fitted or top-dose-only effect, or another doubt; inactive = no such curve, though single readings can be large; an effect the other way counts as inactive or inconclusive.

SMILES | PTHR1 agonist | TDP-43 yeast inh | GLP1R cytotox | GLP1R ag | D3 antag | GLP-1R inv ag | KB-V1 cytotox | aSyn yeast inh | DRD3 agonist
CCC(=O)NCCc1cc2ccc(C)cc2[nH]c1=O | -13% | 20% | -9% | -5% | -19 | 11% | 24% | -3% | -8
COc1ccc(N2C(=O)c3ccccc3C2=O)cc1 | 14% | -5% | 0% | 3% | -8 | 17% | 4% | 0% | -1
CCCCN=C1SC(C(=O)Nc2sc3c(c2C(=O)OC)CCC3)C(N)=C1C(=O)N1CCOCC1 (stereo not given) | ? | -26% | 4% | 10% | -20 | 10% | -20% | -1% | -14
CCCC(=O)Nc1ccc2c(c1)nc(CCN1CCN(c3ccccn3)CC1)n2C | -4% | -10% | 2% | 11% | -5 | 16% | 0% | -4% | 57*
Clc1cc(Cl)c2nc(N3CCCCC3)sc2c1 | -32%[inhibitor] | ? | 8% | -1% | 8 | ? | -3% | -22% | -7
O=S(=O)(NCc1cn2ccsc2n1)c1ccc(Oc2ccccc2)cc1 | -16%[57.5 µM] | -8% | -11% | 8% | 43 | ? | 0% | -5% | -4
CC1(C)COC(c2ccccc2Cl)OC1 | -1% | -5% | 3% | 0% | 17 | 11% | -1% | 0% | -9
CC(C)c1ccc(N2C=Nc3ccc(C(C)C)cc3C2)cc1 | -48%[inhibitor] | 15% | -45% | 10% | 0 | ? | -5% | 17% | 11
Cc1ccc(S(=O)(=O)N(C)C)cc1NC(=O)C(C)OC(=O)C1CCC1 (stereo not given) | -18% | -3% | 2% | -2% | 45 | 2% | ? | 3% | -10
CN1CCc2cc3c(c4c2[C@H]1[C@H](O)c1ccccc1-4)OCO3 | -4% | 0% | 5% | -2% | 12 | -25% | 12% | ? | 12
CCC(C)NCCCOc1ccc(Cl)cc1C(C)(C)C (stereo not given) | -16% | -2% | 63%[activator] | -13% | -69* | -10% | ? | 1% | -11
CC1CCc2sc3ncnc(N4CCOCC4)c3c2C1 (stereo not given) | i | ? | 0% | 27% | 14 | -12% | -21% | -4% | -2
Cc1nnc(NC(=O)CSc2nnc(Cc3cccn3C)n2-c2ccccc2)s1 | -19% | 3% | 1% | -1% | -7 | 9% | 11% | ? | 3
Cc1ccc(-c2ccc(CN3C(C(C)C)C(=O)N(Cc4cn(CCC5OCCO5)nn4)CCS3(=O)=O)cc2)c(C)c1 (stereo not given) | -89%[inhibitor] | ? | -26% | -4% | -8 | ? | ? | ? | -5
CCOc1ccc(CC(=O)Nc2c(C(=O)c3ccc(Cl)cc3)oc3ccccc23)cc1OCC | -7% | -2% | 1% | 0% | . | 13% | -7% | . | -8
CN(Cc1cnn(Cc2ccccc2)c1)C(=O)CN=C1NS(=O)(=O)c2ccccc21 | -10% | 14% | -12% | -1% | -9 | 3% | -3% | -6% | -6
Cc1ccccc1NC(=O)c1c(C)nn(-c2ccccc2)c1Cl | -13% | ? | -4% | 15% | 20 | ? | 0% | 0% | -10
CCN(CC)CCCNC(=O)c1c(C)oc2ncnc(N3CCOCC3)c12 | 11% | -6% | 2% | . | . | 5% | . | . | -18
Cc1nc(-c2ccccc2)nc(Cl)c1Cl | -18% | 0% | -4% | 8% | -1 | 18% | 17% | 0% | 1
O=C(OCc1cccc2ccccc12)C1CC(=O)N(c2ccccc2)C1 (stereo not given) | -9%[57.5 µM] | -10% | -18% | -9% | -2 | ? | 6% | -15% | 0
CCc1ccccc1N(CC)C(=O)Cn1nc(Cc2ccncc2)c2ccccc2c1=O | -16% | -4% | 10% | . | . | -12% | . | . | -6
COc1ccc(-n2nc3c(N4CCC(C(=O)NCc5ccccc5)CC4)nnc(C)c3c2C)cc1 | -12% | -6% | -9% | 10% | -22 | 25% | 4% | 1% | -14
Cc1cc(C)nc(SC(C(=O)O)c2ccccc2)n1 (stereo not given) | i | -12% | 2% | 0% | 7 | -1% | ? | -1% | 9
COc1cccc(OC)c1OCCCCCc1c(C)n[nH]c1C | 0% | 16% | -4% | 19% | 0 | 5% | -4% | 13% | 18
C/C(=N\NC(=O)c1cccc(C)c1O)c1ccc(NC(=O)Cc2ccccc2)cc1 | -2% | -16% | -21% | 0% | -7 | -4% | . | 0% | 2
SMILES | PTHR1 agonist | TDP-43 yeast inh | GLP1R cytotox | GLP1R ag | D3 antag | GLP-1R inv ag | KB-V1 cytotox | aSyn yeast inh | DRD3 agonist
Cc1nnc2ccc(-c3ccc(NS(=O)(=O)c4ccccc4[N+](=O)[O-])cc3)nn12 | i | 1% | -8% | 7% | -19 | 44%[activator] | 0% | 1% | -3
CC(C)c1nnc(NC(=O)c2c(O)c3cccc4c3n(c2=O)CCC4)s1 | -79%[inhibitor][57.5 µM] | -18% | 6% | -1% | 12 | 7% | ? | 1% | -2
CC(C)c1cc(C(=O)NC2CCCc3c2cnn3-c2ccccc2F)no1 (stereo not given) | -31%[inhibitor] | 9% | 0% | 11% | -14 | ? | ? | -4% | -17
O=C(NCCCN1CCN(c2ccc(F)cc2)CC1)c1cc2c(Cl)nc3ccccc3c2s1 | -6% | -2% | -2% | 5% | . | 6% | 11% | . | -8
CC(C)N1CCC(=NNC(=O)c2ccccc2[N+](=O)[O-])CC1 | i | 7% | -3%[1.53 µM] | 4% | 9 | 3% | 5% | 0% | 6
Nc1cc(Cl)ccc1N1CCCC1 | -11% | -1% | 14% | 1% | -20 | -4% | -10% | -5% | -8
Cc1cc(/C=C2/SC(=O)N(CC(=O)N3CCCC3)C2=O)ccc1N1CCOCC1 | i | -15% | -1%[7.66 µM] | 0% | -13 | 6%[7.66 µM] | ? | 6% | 0
N#CC1=C(N)Oc2n[nH]c(-c3ccccn3)c2C1c1c(F)cccc1Cl (stereo not given) | -1%[57.5 µM] | -13% | 9% | -19% | 8 | 24% | -17% | -3% | 1
CN1CCN(c2ccc(NC(=O)c3ccc(Cl)cc3)cn2)CC1 | i | 12% | -2% | 4% | -9 | 5% | -2% | 3% | 0
Brc1ccc(CSc2ccc3nnc(-c4cccnc4)n3n2)cc1 | -48%[inhibitor] | 16µM* | 0%[7.66 µM] | 0% | 33 | 36%[activator][7.66 µM] | 9.2µM* | 1% | 4
CCOc1ccc(NC(=O)C2CCCN2S(=O)(=O)c2ccc(OCC)cc2)cc1 (stereo not given) | -2% | 20% | 10% | 10% | 7 | 10% | ? | 4% | 2
Cc1ccsc1C(=O)NCCc1ccco1 | -7% | 17% | 4% | 5% | 5 | -12% | 32% | 3% | -1
COC(=O)NNC(=O)C(C)Oc1ccc(Cl)cc1Cl (stereo not given) | i | -5% | 5% | -12% | 4 | 0% | 25% | 1% | -12
CC(=O)c1ccc(N(CC(=O)NCc2ccc3c(c2)OCO3)C(=O)c2csnn2)cc1 | -1% | -17% | -23% | 3% | -22 | -8% | 0% | 0% | -16
Cc1cc(C)c(NC(=O)Nc2ccccc2)c(Cl)c1 | -8% | 9% | 1% | -14% | 10 | -3% | -23% | -3% | 5
CC[C@]12c3[nH]c4ccccc4c3CCN1C(=O)C(CC(=O)NC(C)(C)C)C[C@@H]2C(=O)N1CCN(C(=O)C2CC2)CC1 (stereo not given in full) | 24% | 0% | 4% | 6% | -4 | 9% | -2% | -7% | 3
COc1ccccc1C(=O)NCCC(=O)Nc1ccc(C)cn1 | -4% | 4% | -16% | -5% | -3 | 7% | -5% | 1% | -1
COc1ccc(N2C(=O)[C@H]3[C@@H](C2=O)C2c4ccccc4C=NN2[C@H]3C(=O)C(C)(C)C)cc1 (stereo not given in full) | i | 1% | 4% | -7% | 8 | -4% | -12% | 0% | 3

Sorted by molar mass (highest first): some entries from above.
SMILES | PTHR1 agonist | TDP-43 yeast inh | GLP1R cytotox | GLP1R ag | D3 antag | GLP-1R inv ag | KB-V1 cytotox | aSyn yeast inh | DRD3 agonist
CC[C@]12c3[nH]c4ccccc4c3CCN1C(=O)C(CC(=O)NC(C)(C)C)C[C@@H]2C(=O)N1CCN(C(=O)C2CC2)CC1 (stereo not given in full) | 24% | 0% | 4% | 6% | -4 | 9% | -2% | -7% | 3
CCOc1ccc(NC(=O)C2CCCN2S(=O)(=O)c2ccc(OCC)cc2)cc1 (stereo not given) | -2% | 20% | 10% | 10% | 7 | 10% | ? | 4% | 2
CC(C)c1nnc(NC(=O)c2c(O)c3cccc4c3n(c2=O)CCC4)s1 | -79%[inhibitor][57.5 µM] | -18% | 6% | -1% | 12 | 7% | ? | 1% | -2
N#CC1=C(N)Oc2n[nH]c(-c3ccccn3)c2C1c1c(F)cccc1Cl (stereo not given) | -1%[57.5 µM] | -13% | 9% | -19% | 8 | 24% | -17% | -3% | 1
CN1CCN(c2ccc(NC(=O)c3ccc(Cl)cc3)cn2)CC1 | i | 12% | -2% | 4% | -9 | 5% | -2% | 3% | 0
CC(C)N1CCC(=NNC(=O)c2ccccc2[N+](=O)[O-])CC1 | i | 7% | -3%[1.53 µM] | 4% | 9 | 3% | 5% | 0% | 6
Cc1cc(C)c(NC(=O)Nc2ccccc2)c(Cl)c1 | -8% | 9% | 1% | -14% | 10 | -3% | -23% | -3% | 5

Bioassay records from PubChem BioAssay.

Not all compounds are listed. The share of hits here may be higher or lower than overall.
